Source: PubChem
NS5 inhibitors: Dengue-2 NS5 methyltransferase inhibitors, primary screen, biochemical, confirmation dose response (AID 588689); Dengue-2 NS5 methyltransferase capping enzyme assay, biochemical; higher % means a stronger effect; inhibition, % at 25 µM; hits with a dose series show IC50 in µM; 0.3% of 340,000 active; in the data active = a potency from the dose series; inconclusive = inhibition above about 29% without an active follow-up result
NS5 inhibitors pilot replicate: further read-out of NS5 inhibitors, marked with its call; inhibition, %; measured here: pilot screen replicate inhibition
An asterisk follows results filed as active; ? = inconclusive.

SMILES	NS5 inhibitors	others
N#CCC(=O)Nc1ccc(C(=O)OCC(=O)Nc2ccc3ccccc3c2)cc1	-16%
COc1ccc(CNC(=O)COC(=O)c2ccc(OCC3CCCO3)cc2)cc1 (stereo not given)	-3%
COc1cccc2c1C(=O)c1c(O)c3c(c(O)c1C2=O)CC(O)(C(C)=O)CC3OC1CC(N(C)C)C(O)C(C)O1 (stereo not given)	?
Cc1cc(C)c(NC(=O)CSc2nc(=O)n(CCN3CCOCC3)c3c2CCC3)c(C)c1	1%
COc1ccccc1C(=O)Cc1ccccc1	0%
CC(C)c1ccc(NC(=O)CN2C(=O)NC(Cc3c[nH]c4ccccc34)C2=O)cc1 (stereo not given)	-10%
COc1ccc(S(=O)(=O)Nc2cccc3c2O[C@H](CN(C)Cc2ccc(Cl)c(Cl)c2)[C@@H](C)CN([C@H](C)CO)C3=O)cc1	-7%
COc1ccc(NC(=O)CSc2nc3[nH]ncc3c(=O)[nH]2)cc1OC	-2%
CCC(C)c1ccccc1N1CC(C(=O)Nc2ccc(C)c(S(=O)(=O)N3CCOCC3)c2)CC1=O (stereo not given)	4%
CN(C)S(=O)(=O)c1cccc(C(=O)Nc2cc(S(=O)(=O)N3CCOCC3)ccc2N2CCCC2)c1	10%
O=C(Nc1ccc(C(=O)N2CCOCC2)cc1)C1CCCC1	5%	NS5 inhibitors pilot replicate=-3.0
O=C(O)c1ccc2c(c1)S(=O)(=O)c1cc(N3CCN(c4cnccn4)CC3)ccc1C2=O	5%
Cc1ccnc2nc(C(=O)OCC(=O)c3ccccc3)nn12	-4%
O=C(CC(=O)c1ccccc1)Nc1cccc([N+](=O)[O-])c1	6%
O=C(NCC1CCCO1)c1c(O)nc2sccn2c1=O (stereo not given)	9%
Cc1nnc(SC(C)C(=O)NC2CCCCC2C)n1N (stereo not given)	-5%
CCN1CCN(c2ccc(S(=O)(=O)N3CCOCC3)cc2NC(=O)/C=C/c2cccc(OC)c2OC)CC1	0%
O=C(CCc1nc(-c2ccccc2)no1)NCc1ccccc1CN1CCOCC1	-8%
COc1ccc(-c2cc(C(=O)N3CCCC(C(F)(F)F)C3)c3ccccc3n2)cc1 (stereo not given)	6%
C#CCCc1ccccc1/C=[N+](/C)[O-]	-3%
Cc1ccc(S(=O)(=O)CCC(=O)OCC(=O)NC2CCS(=O)(=O)C2)cc1 (stereo not given)	0%
COC1OC2COC(c3ccccc3)OC2C(O)C1NC(C)=O (stereo not given)	0%
Cc1ccc(OCC(=O)N2CCN(S(=O)(=O)c3ccc(Cl)s3)CC2)cc1C	-9%
CC1(C)CC(NC(=O)C2CCN(S(=O)(=O)c3cccc(C(F)(F)F)c3)CC2)CC(C)(C)N1	-9%
CCCCn1c(N)c(N(Cc2ccccc2OC)C(=O)COc2ccc(C)cc2)c(=O)[nH]c1=O	5%
CN(C(=O)CSc1nnc(-c2ccco2)n1C)C1CCCCC1	-7%
Cc1noc(C)c1C(=O)NCC1COc2ccccc2O1 (stereo not given)	0%
NS(=O)(=O)c1cccc(C(=O)N2CCCc3ccccc32)c1	7%
C[C@H](NC(=O)c1nc[nH]c1C(=O)N1CCc2ccccc2C1)c1ccccc1	-7%
Cc1ccsc1C(=O)OCc1cc(=O)n2ccsc2n1	4%
C[C@@H](O)CNC(=O)c1[nH]cnc1C(=O)N[C@H](C)c1ccccc1	-2%
CCCCNc1c(-c2ccc(Sc3ccc(OC)cc3)cc2)nc2cc(C)ccn12	-2%
CC(OC(=O)C1CC1C)C(=O)Nc1ncc(Cl)cc1Cl (stereo not given)	-6%
CC(C)(C)OC(=O)N[C@@H](Cc1ccccc1)C(=O)N[C@@H](CO)[C@H](O)[C@@H]1C[C@@H]1C(=O)NC1CCCCC1	0%
Cc1ccc(C(=O)OCc2nnc(-c3ccccc3)o2)s1	-5%
Cc1ccc2sc(N(CCCN(C)C)C(=O)c3ccc(S(=O)(=O)N4CCOCC4)cc3)nc2c1C	-1%
C#CCOCCOCCOCCNc1nc(N2CCN(C(=O)CCCCCCCCCCNC(=O)[C@H](CCCCN)n3cc(CCO)nn3)CC2)nc(N2CCN(C(=O)CCCCCCCCCCNC(=O)[C@H](CCCCN)n3cc(CCO)nn3)CC2)n1	0%
O=C(COc1ccccc1Br)N1CCN(C(=O)c2cccs2)CC1	-11%
O=C(COC(=O)CC1CCCC1)Nc1ccc(Br)cc1F	-7%
CC1(C)Cc2c(sc3ncn4nc(-c5ccco5)nc4c23)CO1	0%

A stretch from further up, for reference:
SMILES	NS5 inhibitors	others
C#CCCc1ccccc1/C=[N+](/C)[O-]	-3%
Cc1ccc(S(=O)(=O)CCC(=O)OCC(=O)NC2CCS(=O)(=O)C2)cc1 (stereo not given)	0%
COC1OC2COC(c3ccccc3)OC2C(O)C1NC(C)=O (stereo not given)	0%
Cc1ccc(OCC(=O)N2CCN(S(=O)(=O)c3ccc(Cl)s3)CC2)cc1C	-9%
CC1(C)CC(NC(=O)C2CCN(S(=O)(=O)c3cccc(C(F)(F)F)c3)CC2)CC(C)(C)N1	-9%
CCCCn1c(N)c(N(Cc2ccccc2OC)C(=O)COc2ccc(C)cc2)c(=O)[nH]c1=O	5%
CN(C(=O)CSc1nnc(-c2ccco2)n1C)C1CCCCC1	-7%
Cc1noc(C)c1C(=O)NCC1COc2ccccc2O1 (stereo not given)	0%
NS(=O)(=O)c1cccc(C(=O)N2CCCc3ccccc32)c1	7%
C[C@H](NC(=O)c1nc[nH]c1C(=O)N1CCc2ccccc2C1)c1ccccc1	-7%
Cc1ccsc1C(=O)OCc1cc(=O)n2ccsc2n1	4%
C[C@@H](O)CNC(=O)c1[nH]cnc1C(=O)N[C@H](C)c1ccccc1	-2%
CCCCNc1c(-c2ccc(Sc3ccc(OC)cc3)cc2)nc2cc(C)ccn12	-2%
CC(OC(=O)C1CC1C)C(=O)Nc1ncc(Cl)cc1Cl (stereo not given)	-6%
CC(C)(C)OC(=O)N[C@@H](Cc1ccccc1)C(=O)N[C@@H](CO)[C@H](O)[C@@H]1C[C@@H]1C(=O)NC1CCCCC1	0%
Cc1ccc(C(=O)OCc2nnc(-c3ccccc3)o2)s1	-5%
Cc1ccc2sc(N(CCCN(C)C)C(=O)c3ccc(S(=O)(=O)N4CCOCC4)cc3)nc2c1C	-1%
C#CCOCCOCCOCCNc1nc(N2CCN(C(=O)CCCCCCCCCCNC(=O)[C@H](CCCCN)n3cc(CCO)nn3)CC2)nc(N2CCN(C(=O)CCCCCCCCCCNC(=O)[C@H](CCCCN)n3cc(CCO)nn3)CC2)n1	0%
O=C(COc1ccccc1Br)N1CCN(C(=O)c2cccs2)CC1	-11%
O=C(COC(=O)CC1CCCC1)Nc1ccc(Br)cc1F	-7%

(next part)
SMILES	NS5 inhibitors	others
CN(C(=O)c1cc2ccccc2o1)c1c(N)n(Cc2ccccc2)c(=O)[nH]c1=O	-1%
O[C@@H]1CN(CC2CCCCC2)[C@@H](c2ccccc2)C[C@H]1n1cc(C2CC2)nn1	-1%
CC(=O)Nc1nc2cc(C(N)=O)ccc2s1	-3%
O=C(NCc1ccncc1)C1CCCN(S(=O)(=O)c2cc(Cl)ccc2Cl)C1 (stereo not given)	1%
O=C(NNC(=O)c1ccccn1)c1ccc(OC(F)F)cc1	-1%
Cc1ccc2nc(NC(=S)NC(=O)c3ccc(OC(C)C)cc3)sc2c1	-3%
CCOc1ccc(NC(=O)CN(C)C(=O)Cc2c[nH]c3ccccc23)cc1OCC	1%
Cc1ccc(S(=O)(=O)N(C)CC(=O)Nc2cc(C)ccn2)cc1	0%
O=[N+]([O-])c1ccc(Cl)c(S(=O)(=O)/N=C(/Nc2cccnc2)c2ccccc2)c1	2%
CC(c1nc2scc(-c3ccccc3)c2c(=O)[nH]1)N1CCN(CC(=O)NC2CC2)CC1 (stereo not given)	-3%
CC(C)(C)OC(=O)N1CCCC(C(=O)Nc2ccc(C(=O)NCCc3ccccc3)cc2)C1 (stereo not given)	-1%
O=C(COCc1ccccc1)N[C@@H]1c2ccccc2CC[C@H]1OCc1ccccc1	-2%	NS5 inhibitors pilot replicate=-1.2
O=C(CN1CCSC1=O)Nc1ccc(N2CCOCC2)cc1	-13%
CCOc1ccc(S(=O)(=O)NCCC(=O)N2CCN(c3ccccc3O)CC2)cc1	-7%
COc1ccc(C2CC(c3cccc(F)c3)=NN2c2ccc(S(N)(=O)=O)cc2)cc1 (stereo not given)	-3%	NS5 inhibitors pilot replicate=0.0
CCOC(=O)N1CCN(C(=O)COC(=O)c2ccc(N(C)C)cc2)CC1	-14%
CC(C)c1nc(SCC(=O)N2CCCC2)c2c(=O)n(C)c(=O)n(C)c2n1	3%
O=C(NCCC1=CCCCC1)c1cccc(S(=O)(=O)N2CCCCC2)c1	-1%
CCN(CC)c1ccc(C(=O)NNC(=O)C2CSC3(C)CCC(=O)N23)cc1 (stereo not given)	-10%
O=C(OCC(=O)N1CCCCC1)c1c[nH]c2ccccc12	-7%
CSc1nc(N)nc2c1ncn2CC(=O)NCC1CCCO1 (stereo not given)	-4%	NS5 inhibitors pilot replicate=2.1
CC(=O)N1CCN(S(=O)(=O)c2ccc(C)cc2)C1C (stereo not given)	-1%
Cc1cc(NC(=O)CSc2nc(C)c(C)c(=O)[nH]2)no1	2%
COc1cc(OC)cc(-c2c(-c3cccs3)c3cc(-c4cnc(N)nc4)ccc3n2C)c1	6%
COc1cc2c(cc1[N+](=O)[O-])-c1ccc([N+](=O)[O-])cc1C2=NNC(N)=S	7%
CCn1c(COC(=O)CNC(=O)c2cc(OC)c(OC)c(OC)c2)nc2cc(S(=O)(=O)N(C)C)ccc21	-7%
C=CCN(Cc1cccc(OC)c1OC)C(=O)Oc1ccccc1	-6%
Cc1ccc(S(=O)(=O)N2C[C@]3(O)C[C@@H]4C(=O)N(c5ccccc5)C(=O)[C@@H]4C[C@]3(OC(=O)Nc3c(C)noc3C)C2)cc1	-2%
CCCCC1(C2CCCC2)NC(=O)NC1=O (stereo not given)	-2%
O=C(O)c1cc(-c2ccccc2)nc(-c2ccccc2)c1	3%
O=C(COC(=O)/C=C/c1ccc(C(F)(F)F)cc1)NCC1CCCO1 (stereo not given)	-5%
COc1ccc(S(=O)(=O)N(C)C)cc1NC(=O)COC(=O)C1CC1	-3%
CCOC(=O)C1(C(=O)OCC)COC(=O)C2(CC)OC21 (stereo not given)	4%
c1ccc(-c2ccc(-c3ccncn3)cc2)cc1	-14%
COC(=O)c1cc(C)ccc1/C=C1/Cc2c(C)cc(C)cc2C1=O	-5%
COc1ccc(NC(=O)COC(=O)Cn2cnc3ccccc3c2=O)c(OC)c1	-2%
CSCCC(NC(=O)c1ccco1)C(=O)NC1CCCCCC1 (stereo not given)	1%
CC1Cc2ccccc2N1S(=O)(=O)c1cccc(C(=O)NCc2ccncc2)c1 (stereo not given)	4%
N#Cc1nc(Nc2cccc(Cl)c2)c2ncn(C3CCCC3)c2n1	-10%
Cc1noc(C)c1NC(=O)N(C)C[C@H]1OCc2cn(nn2)CCCC(=O)N([C@@H](C)CO)C[C@@H]1C	-5%
O=C(Cc1cccc(NC(=O)C2CCN(C(=O)C3CC3)CC2)c1)Nc1cccc(C(=O)N2CCCC2)c1	-1%
CCc1ccc(C(=O)CN2C(=O)NC3(CCc4ccccc43)C2=O)cc1 (stereo not given)	-9%
C#CCOCCOCCOCCNc1nc(N2CCN(C(=O)[C@H](CC(N)=O)n3cc([C@@H](N)CC(N)=O)nn3)CC2)nc(N2CCN(C(=O)[C@H](CC(N)=O)n3cc([C@@H](N)CC(N)=O)nn3)CC2)n1	-3%
O=C1NC(Cc2ccc(O)cc2)c2nc3ccc(Br)cc3c(=O)n2-c2ncccc21 (stereo not given)	1%
CC(=O)c1cccc(OCC(=O)N(CCC2=CCCCC2)c2c(N)n(Cc3ccccc3)c(=O)[nH]c2=O)c1	-4%
CC1CCCC(C)N1C(=O)CN1C(=O)c2ccccc2S1(=O)=O (stereo not given)	7%
CCOC(=O)C1=CC[C@H]2c3c(c4ccccc4n3C)C(=O)C1N2C	-1%
C[C@H](CO)N1C[C@H](C)[C@H](CN(C)C(=O)c2ccncc2)OCc2ccccc2-c2c(n(C)c3ccccc23)C1=O	-2%
CN(C)C(=O)COC(=O)c1cccc(S(=O)(=O)N2CC3(C)CC2CC(C)(C)C3)c1 (stereo not given)	-4%
Nc1cc(=O)[nH]c(SCC(=O)NNC(=O)c2ccccc2)n1	-12%
CSc1ccc(NC(=O)CSc2nc3[nH]c(=O)cc(O)c3s2)cc1	-10%
Cc1ccc(C(=O)OCC(=O)NCCc2ccccc2)cc1S(=O)(=O)N1CCOCC1	-1%
Cc1ccc(CN2CC(C(=O)N(CC(C)C)c3c(N)n(Cc4ccccc4)c(=O)[nH]c3=O)CC2=O)cc1 (stereo not given)	-1%
Cc1ccc(NS(=O)(=O)c2cc(C(=O)N(C)C3CCN(C)CC3)ccc2Cl)cc1Cl	2%
O=C(c1cccs1)c1sccc1Cc1ccccc1	5%
CCN1C(=O)[C@H]2[C@@H](c3ccc(-c4ccc(C(C)=O)cc4)cc3)N3CCCC[C@@]3(C(=O)OC)[C@H]2C1=O	6%
O=C(O)C(C(O)c1ccccc1)[n+]1ccccc1 (stereo not given)	-2%
CCN(CC(=O)Nc1ccc2c(c1)OCCO2)C(=O)c1cc(Cl)nc2ccccc12	-3%
Cc1cc(S(=O)(=O)NCCC2=CCCCC2)ccc1Br	-4%
O=C(NCCc1cn2cccnc2n1)C1CCC(=O)N(Cc2ccccc2F)C1 (stereo not given)	-4%
Additional compounds:
SMILES	NS5 inhibitors	others
Cc1ccc(CN2CC(C(=O)NC3CCCC(C)C3C)CC2=O)cc1 (stereo not given)	-7%
Cc1ccc(C)c(NC(=O)CN(C)C(=O)c2cc(C3CC3)nn2-c2ccccc2)c1	4%
N#CC1=C(SCC(N)=O)NC(=O)CC1c1cccc2ccccc12 (stereo not given)	-6%
COC(=O)C(OC(=O)c1ccccc1)C(C)Br (stereo not given)	12%
CCCCC/C=C/C1=CC(=O)C[C@H](c2ccc(Cl)cc2)C1	-2%
Cc1ccc(/C=C/C(=O)OCC(=O)NC(=O)NCc2ccco2)cc1	-1%
COc1ccccc1C(=O)COC(=O)c1nc(Cl)ccc1Cl	-9%
O=C(c1cc(C2CC2)nn1-c1ccccc1)N1CCN(Cc2ccccc2F)CC1	-4%

This is a subset; count on the stated rates, not on these rows.
